NPYLR7 ag – mosquito NPYLR7 agonism. HEK293T NPYLR7/Galpha15, GCaMP6s calcium fluorescence. activation, % at 10 µM. 270,000 compounds, 0.15% hits. AID 1259423; in the data active = activation above about 40%;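 also: 0% = vehicle and 100% = reference agonist at the receptor; some compounds past the cut are filed as inactive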
hcGAS lum – human cGAS inhibition; Q8N884; recombinant h-cGAS, ATP depletion, Kinase-Glo luminescence; inhibition, % at 12.5 µM; 290,000 compounds, 0.081% hits; AID 1259398;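 also: 0% = vehicle reaction and 100% = reaction without DNA for no activity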
Target sequence (Q8N884 whole entry, looked up): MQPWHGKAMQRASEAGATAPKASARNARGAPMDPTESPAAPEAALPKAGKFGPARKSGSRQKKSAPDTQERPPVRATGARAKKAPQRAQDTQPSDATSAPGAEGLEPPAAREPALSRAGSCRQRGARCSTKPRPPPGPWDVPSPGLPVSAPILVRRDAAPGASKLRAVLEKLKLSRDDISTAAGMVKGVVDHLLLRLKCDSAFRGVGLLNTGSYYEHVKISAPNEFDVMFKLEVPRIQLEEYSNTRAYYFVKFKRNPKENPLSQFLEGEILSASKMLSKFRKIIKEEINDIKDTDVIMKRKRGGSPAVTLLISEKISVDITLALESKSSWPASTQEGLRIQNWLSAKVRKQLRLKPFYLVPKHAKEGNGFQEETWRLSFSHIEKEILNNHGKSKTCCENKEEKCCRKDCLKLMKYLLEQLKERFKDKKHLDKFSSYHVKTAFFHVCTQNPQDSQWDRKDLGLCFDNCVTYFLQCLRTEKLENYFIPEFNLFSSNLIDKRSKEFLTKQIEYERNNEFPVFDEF
mcGAS lum – blocks mouse cGAS activity; AID 1259399; inhibition, % at 12.5 µM; recombinant cGAS, Kinase-Glo ATP depletion luminescence; Q8C6L5; 160,000 compounds, 0.15% hits;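 also: 0% = negative control wells and 100% = reference inhibitor with no enzyme activity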
* marks the source's active call; other numbers are inactive results; x = not tested or not shown; & = joins results of further samples. Rule as the data show it, unless noted: active = inhibition above about 40%; inactive = the rest.

structure,hcGAS lum,NPYLR7 ag,mcGAS lum
O=C(CC1C=CCC1)NCc1ccccc1CS(=O)(=O)N1CCOCC1 (stereo unspecified),-11,-3,x
CC(C(=O)N1CC(c2cccnc2)C1)n1cnc2ccccc21 (stereo unspecified),-4,12,x
C=CCSSSCC=C,-5,6,x
CC1CC(N(C)CC2CCN(CCO)CC2)C(=O)O1 (stereo unspecified),-5,2,x
O=C(Cc1ccccc1)NC(NC(=S)Nc1ccccc1O)C(Cl)(Cl)Cl (stereo unspecified),-3,-9,-7
CC(C)(O)C#Cc1ccc(C(=O)NCCn2nnc3ccccc32)o1,-2,14,x
CCOC(=O)N1CCN(C(c2ccncc2)c2c(O)cc(C)n(Cc3cccnc3)c2=O)CC1 (stereo unspecified),-7,9,x
O=C(CCc1ccc2c(c1)OCCO2)NC1CCCCC1,2,0,x
COc1cccc(N2CC(C(=O)Nc3ccc(F)cc3)CC2=O)c1 (stereo unspecified),-7,-1,x
C=c1occc1=C1NN=C(SCC(=O)c2cc(C)n(CC)c2C)O1,-3,15,x
O=C(CC1COCCN1C(=O)c1nnc2n1CCCCC2)N1CCSCC1 (stereo unspecified),-9,x,-5
C(=N/Nc1nc(N2CCOCC2)nc(N2CCOCC2)n1)/c1ccc2c(c1)OCO2,-6,2,-5
Cc1nn(C)c(C)c1NC(=O)C(C)Nc1cccc(C(=O)NC2CC2)c1 (stereo unspecified),9,1,x
COc1cc(C2C3=C(CCCC3=O)N=C3CCCC(=O)C32)cc(OC)c1OC (stereo unspecified),0,2,-1
CC1=C(C(=O)OCCc2ccccc2)C(c2ccc([N+](=O)[O-])cc2)NC(=O)N1 (stereo unspecified),-1,9,-4
CCCOc1ccc(-c2cc(C(=O)N3CCc4ccccc43)c3ccccc3n2)cc1,-1,-5,-2
O=C(c1cc2ccccc2o1)c1nc2c(n1O)CCCC2,2,5,2
Cc1nc(CSc2ccc(C(=O)NNC(=O)c3ccco3)cc2)cs1,-3,0,-5
O=C(c1c(O)cccc1O)N1CC(Oc2ccccc2F)C1,-5,-5,-16
Cc1ccc(-n2c(-c3ccc(Cl)cc3)cc(C(=O)N3CCc4ccccc4C3)c2C)cc1,4,-5,4
Cn1c(SCC(=O)NC2CCCC2)nnc1-c1ccco1,-5,4,x
C=CCN(Cc1nccn1Cc1ccccc1Cl)C(=O)CCc1ccccc1,-8,26,-7
COc1ccccc1C(=O)Nc1cc(-c2nc3cc(Cl)ccc3o2)ccc1C,4,-23,2
CC(=O)NC(C(=O)Nc1cc(-c2c(F)cccc2F)[nH]n1)C(C)C (stereo unspecified),-7,20,x
CCOC(=O)C1=C(C)Nc2ncnn2C1c1ccc(C)o1 (stereo unspecified),-6,2,x
CCCCCNc1nc2c(-c3ccccc3)nnn2c2ccccc12,1,-4,0
COC(=O)c1ccc(COc2ccccc2C=C2SC(=S)NC2=O)cc1,-1,-8,1
CN(C)Cn1c(=S)oc2cc(S(=O)(=O)Nc3ccccc3Cl)ccc21,-12,2,x
Cc1cc(C(=O)Nc2ccc(F)cc2)nc2cc(-c3ccccc3)nn12,-1,3,-4
Cc1nc(CNC2CCN(Cc3ccccc3)CC2)nc2c1CCCC2,-2,26,x
CC(=O)c1[nH]c(C)c(C(=O)N2CC[C@@H](c3ccc4c(c3)OCO4)[C@H](O)C2)c1C,1,15,-2
O=C(c1ccccc1Cl)N1CCSC1c1ccccc1OCc1ccccc1 (stereo unspecified),2,18,-3
Clc1cccc(CN2CCN(Cc3ccnn3-c3ccccc3)CC2)c1,-2,9,x
COc1cc2[nH]c(=O)[nH]c2cc1-n1cnnc1,3,0,x
CSC1CCCC1N(C)Cc1cc(=O)n2[nH]ccc2n1 (stereo unspecified),-2&-6,0&-7,x
CC(=O)NCC1CN(c2ccc(C)cc2)C(=O)O1 (stereo unspecified),-2,3,x
COc1cccc(C2C3=C(CC(C)(C)CC3=O)OC(=N)C2C#N)c1OC (stereo unspecified),2,7,-2
CC(C)CCn1c(=O)[nH]c2cc(Cl)ccc2c1=O,3,-5,x
CCS(=O)(=O)N1CCN(C(=O)CN2CCc3sccc3C2c2cccc(F)c2)CC1 (stereo unspecified),-5,3,-6
Cc1ccc(CNC(=O)CC2Sc3ccc(Cl)cc3NC2=O)cc1F (stereo unspecified),-2,11,x
O=C(c1cccnc1Nc1cccc(Cl)c1)N1CCC(n2c(=O)[nH]c3ccccc32)CC1,-2,-9,-1
Cc1ccnc(Nc2ccc(NCCNS(=O)(=O)Cc3ccccc3)nn2)c1,2,6,x
CN(C)c1nccnc1N1CCC(N2CCCC(C(=O)N3CCCC3)C2)CC1 (stereo unspecified),-8,27,x
Cc1c(C(=O)NC2(c3ccccc3)CCC2)oc2c1C(=O)CCC2,-19,-1,x
CCc1[nH]c2c(CNC(=O)CCn3c(C)cccc3=O)cc(F)cc2c1C,-1,5,-11
NC(=O)CN1CCC(NC(=O)c2cccnc2SC(F)(F)F)CC1,-3,4,-10
CNc1nc(-c2ccc(S(C)(=O)=O)cc2)nc2c1CCC2,-2,4,-18
COc1ccc(-n2ncc3c2CC(C)(C)CC3NC(=O)CCn2nc(C)cc2C)cc1 (stereo unspecified),3,8,-2
O=C(NCC1CCCN(Cc2ccon2)C1)c1ccc(-c2ccccc2)cc1 (stereo unspecified),-4&-7,21&9,x
Cc1ccc(C(=O)Nc2c(C)nc3c(C)cccn3c2=O)cc1[N+](=O)[O-],-11,1,x
C=CCN(Cc1ccccc1F)C(=O)CCn1ncc(=O)c2ccccc21,1,3,2
CC1(NC(=O)c2cnccn2)CCS(=O)(=O)C1 (stereo unspecified),-5,2,x
COc1ccccc1C(=O)Nc1cc(-c2nc3cc(C)ccc3o2)ccc1C,-1,14,-3
COc1ccccc1-n1cc(C2CC(=O)Nc3[nH]ncc32)cn1 (stereo unspecified),-2,-9,-9
O=C(NCc1cnn2cccnc12)c1ccccc1C1CCNC1 (stereo unspecified),0,2,-18
CCSc1ccccc1C(=O)Oc1coc(CSc2nccn2C)cc1=O,-5,-1,-5
CCOC(=O)c1ccc(Nc2nnc(-c3cc4cc([N+](=O)[O-])ccc4oc3=O)s2)cc1,-3,-12,-5
O=C(CC1=CCCCC1)NC1CC(=O)N(CCc2ccccc2)C1 (stereo unspecified),-9,9,x
CCCc1[nH]n(-c2ccc(Cl)c(Cl)c2)c(=O)c1C1=C([n+]2ccccc2)C(=O)N(c2ccccc2F)C1=O,-7,6,-9
CCSc1ccccc1C(=O)NCCn1ncc2c(=O)n(Cc3ccc(C)cc3)cnc21,-8,-3,-10

(listing goes on)
structure,hcGAS lum,NPYLR7 ag,mcGAS lum
NCc1ccc(Oc2cccc(Cl)c2Cl)cc1,5&-13,0&-1,-1
O=C(CCCSc1ccc(NC(=O)c2ccco2)nn1)Nc1cccnc1,1,-4,-3
CCC(C)N(CC(=O)N(Cc1ccccc1)Cc1sccc1C)C(=O)c1cccc(OC)c1 (stereo unspecified),-9,5,-5
Cc1[nH]c2c(c1C(=O)O)C(=O)CC(c1ccco1)C2 (stereo unspecified),-8,-4,x
CC1(C)CC2CC(C)(CN2CC(=O)Nc2ccc3c(c2)OCCO3)C1 (stereo unspecified),-16,0,-6
CN(C)c1nc(N2CCCC2)nc2c1CN(S(=O)(=O)c1ccccc1C#N)CC2,-3,x,-3
CCS(=O)(=O)c1ccc2oc(-c3c(C)cccc3NC(=O)c3ccco3)nc2c1,-4,x,-11
COc1ccccc1N1CCC(CNc2nccc(C(F)(F)F)n2)C1 (stereo unspecified),-9,2,x
COc1cccc(OCC(=O)OCc2cc(-c3cc4ccccc4o3)on2)c1,-5,-4,x
CCc1ccc(C2C(C(=O)OCC3CCCO3)=C(C)NC3=C2C(=O)CCC3)cc1 (stereo unspecified),-6,-1,-5
Cc1ccc(-c2nnc(SCCCC(=O)N3CCC(Cc4ccccc4)CC3)n2-c2ccccc2C)cc1,-1,7,-4
CCCCn1c(=O)c2c(nc3n2C(C)C(C)=NN3CC(N)=O)n(C)c1=O (stereo unspecified),0,0,-4
CC(C)c1ccc(NC2CCCN(C(=O)CNS(C)(=O)=O)C2)cc1 (stereo unspecified),-3,3,-12
c1ccc(C2OCCC2NCc2ccccn2)cc1 (stereo unspecified),-11&-10,-2&11,-6
Cc1nc2c(OCc3ccc(C(F)(F)F)cc3)cccn2c1N(C)C(=O)CCC1CCCC1,-3,-10,-1
COc1cccc(C2=NN(C(=O)CN3CCN(C(C)=O)CC3)C(c3ccc(C)cc3)C2)c1 (stereo unspecified),-3,-3,-3
NCCn1ncc2c(N3CCCCCC3)ncnc21,-4,5,x
O=S(=O)(Nc1ccc(Cl)cc1)c1ccc2oc(=S)[nH]c2c1,2,-1,1
Nc1ccc2nc(CCc3nc4ccc(N)cc4s3)sc2c1,-5,-4,-4
COc1cccc(CNC(=O)CSc2n[nH]c(=O)c3cc(-c4ccco4)nn23)c1OC,-8,x,-7

Quoted from the entries so far for reference:
structure,hcGAS lum,NPYLR7 ag,mcGAS lum
NCc1ccc(Oc2cccc(Cl)c2Cl)cc1,5&-13,0&-1,-1
O=C(CCCSc1ccc(NC(=O)c2ccco2)nn1)Nc1cccnc1,1,-4,-3
CCC(C)N(CC(=O)N(Cc1ccccc1)Cc1sccc1C)C(=O)c1cccc(OC)c1 (stereo unspecified),-9,5,-5
Cc1[nH]c2c(c1C(=O)O)C(=O)CC(c1ccco1)C2 (stereo unspecified),-8,-4,x
CC1(C)CC2CC(C)(CN2CC(=O)Nc2ccc3c(c2)OCCO3)C1 (stereo unspecified),-16,0,-6

New compounds follow:
structure,hcGAS lum,NPYLR7 ag,mcGAS lum
COc1ccc(OC)c(-c2nc3ccc(Cl)cn3c2NC2CCCCC2)c1,-5,2,-8
CC(=O)OC(C(=O)N1CCN(c2nccc(-c3cccc(C(F)(F)F)c3)n2)CC1)c1ccccc1 (stereo unspecified),-5,12,-5
CN(CCN1CCOCC1)c1nc2nonc2nc1NCc1cccs1,-13,7,x
CCOC(=O)[C@H](CCc1ccccc1)N[C@H]1CCc2ccccc2N(CC(=O)O)C1=O,-3&1&-5,0&-7&-8,x
c1ccc2c(c1)CC(N1CCCN(Cc3cc4n(n3)CCNC4)CC1)C2,-6,0,-9
CCOC(=O)c1cn[nH]c1S(=O)(=O)N1CC=C(c2ccccc2)CC1,3,1,2
O=C1CSC(c2ccccn2)N1c1ccc2ccccc2c1 (stereo unspecified),-8,-3,x
CC(C)NC(=S)N=Nc1c(O)[nH]c2ccc([N+](=O)[O-])cc12,-7,3,x
CCCn1c(SC2CCN(c3ccccc3F)C2=O)n[nH]c1=O (stereo unspecified),0,1,x
CC(C)c1ncc(S(=O)(=O)NCc2cccc(C#N)c2)[nH]1,-6,5,x
COc1cc2c3c(c1)C(C)=CC(C)(C)N3C(=O)C2=O,-1,3,5
COc1ccc(Cl)cc1-c1ccc(/C=C(\C#N)c2nn(CCO)c(N)c2C#N)o1,-6,1,x
CC1CCCC(NC(=O)NC(=O)CN2CCCC2)C1C (stereo unspecified),-4,10,x
CN(Cc1ccccc1)C(=O)NCc1ccnc(N2CCCC2)c1,6,2,x
CC1C(=O)N(c2ccc(Br)cc2)CCN1C(=O)c1ccc2c(c1)OCO2 (stereo unspecified),3,3,3
CCC(c1nc2ccccc2c(=O)n1-c1ccc(Br)cc1)N(CCc1ccccc1)C(=O)Nc1ccccc1Br (stereo unspecified),-2,30,-5
COCCN(CCC(=O)NCc1ccc(F)cc1)c1nc(Cc2cccc(OC)c2)ns1,-4,x,-5
CCCCCCCCCCCC(=O)Nc1ccc(N2CCCC2)c(C(=O)NC(C)CC)c1 (stereo unspecified),-1,-9,-4
COc1cccc(-c2ccc(NC(=O)C(C)C)cc2)c1OC,-2,4,-16
COc1cccc(-n2c(SCC(=O)Nc3cc(C)on3)nc3c([nH]c4ccccc43)c2=O)c1,9,-2,-3
CCC1CCCCN1C(=O)c1ccc(-c2cccc(Cl)c2)s1 (stereo unspecified),-8,-3,-7
CN(CC1COCCO1)c1nccc(CCC(F)(F)F)n1 (stereo unspecified),-8,1,x
CN(Cc1cnn(-c2ccc(F)cc2)c1)Cc1cnc(N(C)C)s1,-3,9,x
Cc1cc(C)cc(OS(=O)(=O)CCN2C(=O)NC3(CCCCC3)C2=O)c1,-10,-3,-5
Cc1ccc(OCC(=O)N=Nc2c(O)[nH]c3ccc([N+](=O)[O-])cc23)c(C)c1,-4,-3,-3
Cc1ccc(Cn2nnc(C(=O)Nc3c(C)cc(C)cc3C)c2N)cc1,-9,5,-7

Assay outcomes deposited in PubChem BioAssay by Fisher Drug Discovery Resource Center.
